USP17 block – blocks human USP17 ubiquitin-rhodamine cleavage. AID 1645855. A8MUK1. 47,000 tested, 6.5% active. purified USP17, Ub-rhodamine cleavage fluorescence, 3 h. inhibition, % at 50 µM
USP28 inh – human USP28 deubiquitinase inhibition; Q96RU2; purified USP28, Ub-rhodamine cleavage fluorescence, 30 min; inhibition, % at 25 µM; 47,000 tested, 3% active; AID 1645857
OTUD3 inh – inhibitors of human OTUD3 deubiquitinase | Q5T2D3 | purified OTUD3, Ub-rhodamine fluorescence, 2 h | inhibition, % at 25 µM | 47,000 tested, 0.7% active
Target sequence (Q5T2D3 whole entry, looked up): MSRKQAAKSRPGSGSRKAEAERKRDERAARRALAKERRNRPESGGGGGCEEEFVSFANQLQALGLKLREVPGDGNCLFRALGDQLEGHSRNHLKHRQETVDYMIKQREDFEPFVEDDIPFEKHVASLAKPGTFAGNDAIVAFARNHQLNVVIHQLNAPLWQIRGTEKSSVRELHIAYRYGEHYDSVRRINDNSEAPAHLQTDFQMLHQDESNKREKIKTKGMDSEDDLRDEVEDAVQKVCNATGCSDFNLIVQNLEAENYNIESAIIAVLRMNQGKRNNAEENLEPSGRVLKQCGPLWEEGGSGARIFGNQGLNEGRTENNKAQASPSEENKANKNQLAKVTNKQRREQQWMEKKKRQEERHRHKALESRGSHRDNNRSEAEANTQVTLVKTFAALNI
USP7 inh – human USP7 deubiquitinase inhibition; Q93009; purified USP7, Ub-rhodamine cleavage fluorescence; inhibition, % at 20 µM; 47,000 tested, 0.3% active; AID 1645854
USP10 block – inhibitors of human USP10 deubiquitinase. AID 1645856. 47,000 tested, 1.1% active. Q14694. inhibition, % at 20 µM. purified USP10, Ub-rhodamine fluorescence, 60 min
USP30 inh – inhibitors of human USP30 deubiquitinase; Q70CQ3; purified USP30, Ub-rhodamine cleavage fluorescence; inhibition, % at 25 µM; 47,000 tested, 5.3% active
Target sequence (Q70CQ3 whole entry, looked up): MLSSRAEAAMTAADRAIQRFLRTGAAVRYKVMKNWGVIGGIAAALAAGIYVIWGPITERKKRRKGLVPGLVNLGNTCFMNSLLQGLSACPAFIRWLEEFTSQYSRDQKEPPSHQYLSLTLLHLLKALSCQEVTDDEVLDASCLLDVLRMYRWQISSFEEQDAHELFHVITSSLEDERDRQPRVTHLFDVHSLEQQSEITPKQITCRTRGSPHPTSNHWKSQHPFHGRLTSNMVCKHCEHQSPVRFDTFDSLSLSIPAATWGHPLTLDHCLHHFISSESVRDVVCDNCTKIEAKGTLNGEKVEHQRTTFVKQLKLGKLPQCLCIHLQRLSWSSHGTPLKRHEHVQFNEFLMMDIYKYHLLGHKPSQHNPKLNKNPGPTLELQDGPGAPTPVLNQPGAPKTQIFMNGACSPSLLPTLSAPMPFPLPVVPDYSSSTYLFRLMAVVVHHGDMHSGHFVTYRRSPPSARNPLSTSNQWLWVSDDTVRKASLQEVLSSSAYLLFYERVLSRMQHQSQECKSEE
USP8 block – blocks human USP8 ubiquitin-rhodamine cleavage; P40818; purified USP8, Ub-rhodamine cleavage fluorescence, 30 min; inhibition, % at 20 µM; 47,000 tested, 4.2% active
UCHL1 block – human UCHL1 deubiquitinase inhibition; P09936; purified UCHL1, Ub-rhodamine cleavage fluorescence; inhibition, % at 20 µM; 47,000 tested, 0.2% active
Numbers without * were called inactive; i = inactive; . = no result given. Rule as the data show it: active = inhibition above about 30%; inactive = the rest.

Values in the order: USP17 block	USP28 inh	OTUD3 inh	USP7 inh	USP10 block	USP30 inh	USP8 block	UCHL1 block
Cc1cc(=O)oc2c1c(C)nn2-c1cc(Cl)ccc1[N+](=O)[O-]
→ -24.0	-3.3	-9.6	-39.9	5.8	-105.5	-113.3	-1.1
CC(=O)N1CCOc2cc(S(=O)(=O)N3CCCC3c3c(C)noc3C)ccc21 (centres undefined)
→ -8.3	-5.9	-4.0	0.0	-2.3	-13.5	-3.6	-2.2
CCOc1ccc2[nH]c3c(=O)n(Cc4ccccc4)cnc3c2c1
→ -4.3	-2.3	-0.3	1.6	5.8	-9.6	10.2	-2.7
O=C(CSc1nnc(N2CCOCC2)c2ccccc12)Nc1ccccc1F
→ -20.0	-12.5	-13.6	-0.6	-1.5	-2.4	-39.3	-3.5
Cc1ccc(N2CCC(C)(C(=O)Nc3ccccc3)CC2)nn1
→ 3.9	3.6	11.3	3.6	1.0	19.5	-1.5	3.8
COc1ccc(CNC(=O)CSc2ncc3c(n2)-c2ccc(Cl)cc2N(C)S3(=O)=O)cc1
→ -1.4	-7.4	-4.1	5.4	2.7	5.2	-15.0	-3.1
Cc1ccc2cc(CN(Cc3cccnc3)S(=O)(=O)c3ccccc3)c(=O)[nH]c2c1
→ -16.4	-8.1	-10.1	-6.3	-6.5	-25.5	-21.6	-7.9
Cc1ccc(C)c(NC(=O)CCN2C(=O)[C@@H]3Cc4ccccc4CN3C2=O)c1
→ -2.1	-0.3	0.2	-4.9	-1.4	-0.1	-12.5	-1.3
CC(C)n1cnnc1C1CCN(Cc2ccoc2)CC1
→ -27.5	-6.9	-2.1	1.9	-1.2	-7.5	-4.6	0.8
Cc1oc2ncnc(N3CCOCC3)c2c1C(=O)N(C)c1ccccc1
→ 17.0	3.1	4.1	2.6	0.9	17.8	1.1	0.2
COc1ccc(CC(NC(C)=O)C(=O)NC2CCN(C(=O)c3cnccn3)CC2)cc1 (centres undefined)
→ 6.3	-0.3	0.2	1.7	-0.3	3.5	8.7	-0.3
O=C(CCn1cnc2cc(-c3noc(-c4ccc(F)cc4)n3)ccc21)N1CCOCC1
→ -1.2	-4.0	0.6	6.9	1.8	3.0	-9.1	-1.9
COc1cccc(Cn2cc(S(=O)(=O)N3CCCC3)ccc2=O)c1
→ -12.8	-4.1	-8.1	-0.3	-0.5	-11.4	-5.6	-1.3
COc1ccc(C(=O)CN2CCc3nc4ccncc4cc3C2)cc1
→ -141.5	-151.0	-204.0	-82.5	-6.0	i	-97.3	-78.3
CC(=O)Nc1nsc(N2CCC(C(=O)N3CCN(c4ccc(F)cc4)CC3)CC2)n1
→ 7.3	8.0	13.4	5.2	0.0	22.8	-18.5	0.3
O=C(CC1C=CCC1)NCc1ccc(-c2nc(C3CC3)ncc2-c2ccccn2)cc1 (centres undefined)
→ -4.1	-21.2	-17.4	-8.6	-1.6	-45.3	-7.5	-4.8
O=C(CSc1nc2cc(S(=O)(=O)Nc3cccc(Cl)c3)ccc2o1)NC1CC1
→ -10.0	-5.7	-1.1	0.0	8.8	-9.5	-75.7	-2.4
O=C(Cn1cc(S(=O)(=O)N2CCOCC2)ccc1=O)N1CCCc2ccccc21
→ 2.4	8.4	12.5	2.5	-0.8	12.8	6.2	1.0
COC(=O)c1ccccc1NC(=O)CSc1ncnc2c1oc1ccccc12
→ 12.7	-4.3	9.6	6.7	-0.3	32.7*	14.4	0.7
CC(C)(C)c1nnc([C@H]2CCN(Cc3ccco3)C2)o1
→ .	-188.5	-158.1	-75.9	-7.9	i	-57.3	-57.2
Cc1c(C)n(-c2cccnc2)c2ncnc(NCCO)c12
→ -17.6	-3.4	-8.4	-3.5	-7.7	-47.7	-8.7	-10.8
COc1ccc(-c2cc(N3CCC(NC(=O)c4ccccc4)C3)n[nH]2)cc1 (centres undefined)
→ 55.9*	-8.5	0.7	0.2	7.3	0.4	-29.5	1.1
COc1ccc2c(c1)CC(C(=O)NC1CCN(Cc3ccccc3)CC1)CO2 (centres undefined)
→ 19.1	7.1	3.0	6.3	0.8	7.2	6.4	2.7
Cc1cccc(NC(=O)CSc2nnc(CNc3ccc(Cl)cc3)n2C)c1C
→ -1.7	0.2	-7.4	-72.1	-0.6	-5.4	43.5*	-0.1
COC(=O)c1ccc2c(=O)n(CCN3CCOCC3)c(SCC(=O)Nc3ccccc3Cl)nc2c1
→ 24.3	.	1.1	1.9	-0.6	.	-0.6	3.8
COc1cccc(N2C(=O)N(CC(=O)NCc3ccc(Cl)cc3)c3ccccc3S2(=O)=O)c1
→ 78.5*	5.4	10.8	5.1	18.7	43.4*	11.1	-1.0
COc1ccc(C(C(=O)NC2CCCCC2)N(C(=O)Cc2c[nH]c3ccccc23)C2CC2)c(OC)c1 (centres undefined)
→ .	5.9	-1.2	2.2	7.5	9.0	-69.5	6.2
COc1cccc(NC(=O)CSc2cc(C)c3cc(S(=O)(=O)N(C)C)ccc3n2)c1
→ -19.4	-12.3	-12.0	-0.8	-8.6	-60.7	-3.5	-4.0
Cc1ccc(C)c(NC(=O)Cn2cnc(S(=O)(=O)N3CCCC3)c2)c1
→ 1.2	4.7	2.4	5.2	0.7	0.2	0.2	0.1
CCCOc1ccc(/C=N/NC(=O)c2cc(-c3ccccc3OC)nc3ccccc23)cc1
→ -11.8	-11.9	-2.3	2.2	-0.5	-13.9	-18.7	0.6
COc1cc(NC(=O)CSc2nnc(-c3cnccn3)n2C)cc(OC)c1
→ 2.8	0.8	3.3	1.3	5.9	-29.5	-0.1	1.3
COc1ccc(C(=O)N2c3ccccc3NC(=O)CC2C)cc1OC (centres undefined)
→ 5.6	10.2	7.9	4.5	-2.4	14.0	13.5	0.9
O=C(c1cccnn1)N1CCCCC1c1ncc(Cc2ccccc2)o1 (centres undefined)
→ 6.1	.	4.1	-2.1	-0.6	.	3.3	0.8
c1ccc(-c2csc3nc(CN4CCCCC4)nc(Oc4ccc5c(c4)OCO5)c23)cc1
→ 6.4	12.5	6.0	15.9	4.3	5.8	9.5	9.5
CCC(=O)NNC(=O)c1c(O)c2ccccc2n(CC)c1=O
→ 8.9	-0.1	-0.6	-3.2	1.9	7.0	50.8*	-1.6
COc1cc(NC(=O)c2cccc(C#N)c2)c(OC)cc1NC(=O)c1ccccc1
→ 4.5	10.0	8.9	0.4	-4.0	7.8	-50.0	1.5
CC(=O)c1ccc(Nc2c(C(=O)N3CCOCC3)cnc3nc(C)ccc23)cc1
→ -35.4	-29.6	-18.2	-3.7	-8.7	-114.3	-114.0	-12.9
O=C1CCOC[C@]2(CN(Cc3ccc(OC4CCCC4)cc3)C[C@H]2c2cccnc2)N1
→ 5.7	11.0	10.0	0.6	-0.2	24.7	0.0	0.8
O=C(CSc1nnc(Cc2ccccc2)n1Cc1ccccc1)N1CCOCC1
→ -6.7	-8.7	-5.2	-1.1	0.8	-1.4	-19.6	-2.7
Cc1cccc(Nc2nccnc2C2CCCN2C(=O)c2cscn2)n1 (centres undefined)
→ 3.7	19.8	12.3	0.0	2.2	23.9	4.2	-0.4
CCCc1cnc(N2CCN(CC(=O)Nc3ccc(C(C)=O)cc3)CC2)nc1
→ 10.9	4.4	10.3	7.4	3.4	21.9	11.5	3.3
CCC(C)C1C(=O)N2NCCCC2C(=O)N2NCCCC2C(=O)N(C)C(Cc2ccccc2)C(=O)N2CCCC2C(=O)NC(Cc2ccccc2)C(=O)N1O (centres undefined)
→ 6.2	16.8	14.3	-2.1	1.3	26.1	0.2	0.6
COc1ccc(CCNC(=O)C2CCCN(S(=O)(=O)N3CCC4(CC3)OCCO4)C2)c(OC)c1 (centres undefined)
→ -5.4	-14.4	-9.4	-2.1	-0.8	-0.1	-4.3	-1.5
O=C(O)CNC(=O)[C@H](Cc1ccccc1)NC(=O)N1CCn2c1nc1ccccc12
→ 1.8	4.5	5.3	-4.1	2.4	2.1	-6.5	0.5
O=C(NCc1ccccc1)N1C[C@H]2C[C@H]3[C@](C1)(CN(Cc1ccncc1)S3(=O)=O)O2
→ 1.8	4.1	2.5	2.3	-0.7	12.9	8.8	-0.8
O=C1C(NS(=O)(=O)Cc2ccccc2F)CCN1c1ccccc1 (centres undefined)
→ 11.6	12.8	8.3	1.6	1.5	9.2	10.5	-0.6
Cn1c(N2CCCC(C(=O)Nc3ccccc3)C2)cc(=O)n(C)c1=O (centres undefined)
→ -12.1	1.1	0.1	-0.1	-1.9	17.1	6.2	0.2
COc1ccc(-c2ccc(-c3nnn(CC(N)=O)n3)cc2)cc1
→ 21.1	3.4	-3.1	1.9	14.5	-26.3	9.5	-3.0
COc1ncnc(OC)c1S(=O)(=O)NCc1ccccc1
→ 2.0	5.8	7.5	2.1	1.7	16.3	-1.8	2.2
Cc1ccccc1-n1nnnc1-c1ccc2ccccc2n1
→ 0.9	-3.5	-0.2	-1.4	0.4	3.6	-13.2	0.4
COCCn1c(C)c(C)c(S(=O)(=O)c2ccc(OC)cc2)c1NC(=O)c1ccccc1
→ -1.3	6.0	5.5	2.8	0.6	10.6	2.0	2.3
CN(N=O)C(=O)N[C@@H]1[C@@H](O)[C@H](O)[C@@H](CO)O[C@@H]1O
→ -4.8	2.1	5.6	3.1	-0.1	9.1	-5.8	-1.4
O=C(NCc1ccc(F)cc1)c1cccc(COc2ccc3ccccc3c2)c1
→ 7.6	11.4	10.3	11.4	5.0	11.0	7.8	1.2
COCCNC(=O)N1CCN2[C@H](C[C@@H](C(=O)N(C)C)[C@]23C(=O)Nc2ccccc23)C1
→ 6.4	-4.3	-4.0	0.0	-0.3	0.0	7.0	-3.0
COc1ccc(C)cc1NC(=O)c1ccc(N2CCOCC2)nn1
→ 51.6*	9.3	3.9	-0.1	-4.3	54.4*	-25.7	1.3
CC(C)C(NS(=O)(=O)c1c(Cl)cccc1Cl)C(=O)NCc1ccc2c(c1)OCO2 (centres undefined)
→ -2.9	-1.4	-6.5	-1.5	-2.8	-29.7	-0.1	-0.2
Cn1c(N)c(-c2ccccc2)c2ccc([N+](=O)[O-])cc2c1=O
→ -50.7	-143.7	-116.3	-136.4	-7.8	-391.1	-207.8	-105.9
CCc1nnsc1C(=O)N1CCOC(c2nc(C)cc(=O)[nH]2)C1 (centres undefined)
→ 11.0	2.7	17.7	5.7	2.1	23.0	10.7	0.6
COc1ccc(-c2cc(C(=O)N3CCCC3c3cc(C)no3)on2)cc1 (centres undefined)
→ -2.2	8.9	-4.7	-0.2	3.4	-3.3	-2.1	3.6
CCC(NC(=O)Nc1cccc(C)n1)(C(F)(F)F)C(F)(F)F
→ 1.7	0.5	-5.8	6.3	6.3	8.7	4.5	-0.2

By substructure, the compounds so far with an aryl thioether with sulfur outside any ring (9)
Values in the order: USP17 block	USP28 inh	OTUD3 inh	USP7 inh	USP10 block	USP30 inh	USP8 block	UCHL1 block
O=C(CSc1nnc(N2CCOCC2)c2ccccc12)Nc1ccccc1F
→ -20.0	-12.5	-13.6	-0.6	-1.5	-2.4	-39.3	-3.5
COc1ccc(CNC(=O)CSc2ncc3c(n2)-c2ccc(Cl)cc2N(C)S3(=O)=O)cc1
→ -1.4	-7.4	-4.1	5.4	2.7	5.2	-15.0	-3.1
O=C(CSc1nc2cc(S(=O)(=O)Nc3cccc(Cl)c3)ccc2o1)NC1CC1
→ -10.0	-5.7	-1.1	0.0	8.8	-9.5	-75.7	-2.4
COC(=O)c1ccccc1NC(=O)CSc1ncnc2c1oc1ccccc12
→ 12.7	-4.3	9.6	6.7	-0.3	32.7*	14.4	0.7
Cc1cccc(NC(=O)CSc2nnc(CNc3ccc(Cl)cc3)n2C)c1C
→ -1.7	0.2	-7.4	-72.1	-0.6	-5.4	43.5*	-0.1
COC(=O)c1ccc2c(=O)n(CCN3CCOCC3)c(SCC(=O)Nc3ccccc3Cl)nc2c1
→ 24.3	.	1.1	1.9	-0.6	.	-0.6	3.8
COc1cccc(NC(=O)CSc2cc(C)c3cc(S(=O)(=O)N(C)C)ccc3n2)c1
→ -19.4	-12.3	-12.0	-0.8	-8.6	-60.7	-3.5	-4.0
COc1cc(NC(=O)CSc2nnc(-c3cnccn3)n2C)cc(OC)c1
→ 2.8	0.8	3.3	1.3	5.9	-29.5	-0.1	1.3
O=C(CSc1nnc(Cc2ccccc2)n1Cc1ccccc1)N1CCOCC1
→ -6.7	-8.7	-5.2	-1.1	0.8	-1.4	-19.6	-2.7

New compounds follow
Values in the order: USP17 block	USP28 inh	OTUD3 inh	USP7 inh	USP10 block	USP30 inh	USP8 block	UCHL1 block
COc1ccc(S(=O)(=O)c2c(C)c(C)n(C(C)C)c2NC(=O)c2ccccc2F)cc1
→ 30.8*	0.3	-9.9	2.6	-0.2	-13.1	-32.3	0.8
O=C(c1cc(S(=O)(=O)Nc2ccc(Cl)cc2)ccc1Cl)N1CCCc2ccccc21
→ -82.6	-40.9	-36.3	-19.8	35.7*	-159.8	-23.8	4.5
Cc1cc(-c2cnc(N(C)C)nc2-c2ccc(CNC(=O)Cc3ccc(F)cc3)cc2)on1
→ 63.5*	16.1	17.4	0.4	1.6	23.5	-4.7	11.1
O=C(CC1CCN(C(=O)Nc2ccccc2F)CC1)N1CCCCC1
→ -4.6	-7.8	-7.9	-3.7	-0.5	6.0	2.0	-1.7
